HDAC3 inhib: HDAC3 deacetylase inhibitors, primary screen, biochemical, fluorescence, cell-free homogeneous; Histone deacetylase 3 (Homo sapiens), O15379; recombinant HDAC3, fluorogenic peptide/trypsin coupled; AID 2718, 2010; 320,000 tested, 0.15% active; inhibition, % at 8.3 µM; in the data active = inhibition above about 26%, passing the limit was not always enough; inconclusive = no clear call, values can overlap the other calls
TMEM16A act: TMEM16A chloride channel activators or potentiators, primary screen, cell-based, HTS; Anoctamin-1 (Mus musculus), Q8BHY3; HEK293 TMEM16A/YFP-H148Q/I152L, iodide quench fluorescence; stronger effect = lower value; B-score at 10 µM; 340,000 tested, 0.3% active; AID 623877, 2012;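 active = fluorescence-ratio B-score plate-corrected deviation score at least 3 library SD below zero, with starting fluorescence score within 5 deviations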;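 also: channel opened by trigger with iodide after compound preincubation; score built on the fluorescence ratio of max minus min over baseline; more negative score means more quench and so TMEM16A activation or potentiation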
Target sequence (Q8BHY3 whole entry, looked up): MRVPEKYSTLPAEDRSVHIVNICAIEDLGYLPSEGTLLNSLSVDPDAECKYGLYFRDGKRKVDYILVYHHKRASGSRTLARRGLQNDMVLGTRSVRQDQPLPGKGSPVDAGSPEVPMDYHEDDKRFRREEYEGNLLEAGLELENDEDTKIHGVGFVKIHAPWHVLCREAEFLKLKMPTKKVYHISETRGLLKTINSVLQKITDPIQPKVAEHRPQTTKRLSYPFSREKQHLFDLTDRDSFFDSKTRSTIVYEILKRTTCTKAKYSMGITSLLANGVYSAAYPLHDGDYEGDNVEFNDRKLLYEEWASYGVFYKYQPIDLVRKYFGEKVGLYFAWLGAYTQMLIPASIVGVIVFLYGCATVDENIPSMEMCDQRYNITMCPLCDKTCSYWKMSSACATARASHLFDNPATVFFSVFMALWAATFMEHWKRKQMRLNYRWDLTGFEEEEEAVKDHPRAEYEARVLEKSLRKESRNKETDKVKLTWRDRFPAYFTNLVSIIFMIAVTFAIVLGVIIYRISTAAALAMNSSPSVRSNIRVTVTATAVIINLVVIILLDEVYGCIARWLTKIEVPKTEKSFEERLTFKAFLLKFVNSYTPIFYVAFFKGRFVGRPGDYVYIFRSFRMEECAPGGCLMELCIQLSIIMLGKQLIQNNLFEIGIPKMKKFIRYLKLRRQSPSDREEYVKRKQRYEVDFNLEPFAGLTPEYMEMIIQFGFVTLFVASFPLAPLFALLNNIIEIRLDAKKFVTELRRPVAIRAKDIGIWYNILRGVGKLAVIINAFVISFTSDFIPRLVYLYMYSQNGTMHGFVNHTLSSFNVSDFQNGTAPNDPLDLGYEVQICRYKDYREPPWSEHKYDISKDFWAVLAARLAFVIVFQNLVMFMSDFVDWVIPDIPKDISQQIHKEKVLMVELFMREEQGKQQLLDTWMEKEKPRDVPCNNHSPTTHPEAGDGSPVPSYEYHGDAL
Numbers without * were called inactive.

For O=C(COC(=O)/C=C/c1ccc(Cl)c(Cl)c1)NC1CC1 the results were HDAC3 inhib 1.9 and TMEM16A act inactive.
Screening CC(=O)c1c(C)[nH]c(C(=O)C(C)Sc2nnc(NC3CC3)s2)c1C (stereo unspecified) returned HDAC3 inhib 7.8 and TMEM16A act inactive.
Screening CC1CCCC(NC(=O)COC(=O)c2cccnc2Cl)C1C (stereo unspecified) returned HDAC3 inhib 4.4 and TMEM16A act inactive.
Screening CCOC(=O)C1=CC[C@H]2c3c(c4ccc(OC)cc4n3C)C(=O)C1N2S(=O)(=O)c1ccc(C)cc1 returned HDAC3 inhib 1.8 and TMEM16A act inactive.
COc1ccc([C@H]2CC(=O)C=C(c3ccc(OC)nc3)C2)cc1 was read as HDAC3 inhib -4.0 and TMEM16A act inactive.
CCC(C)Sc1ccc([C@H]2N[C@@](C)(C(=O)OC)[C@H]3C(=O)N(C)C(=O)[C@@H]23)cc1 (stereo partly specified) was read as HDAC3 inhib 0.3 and TMEM16A act inactive.
CN(CC(=O)Nc1ccc(Cl)c(C(F)(F)F)c1)C(=O)c1cccc2cccnc12 was read as HDAC3 inhib 7.5 and TMEM16A act inactive.
For Cc1ccc(C(=O)NCC(=O)OC2CCCCC2=O)cc1C (stereo unspecified) the results were HDAC3 inhib -1.7 and TMEM16A act inactive.
For COc1ccc(CN2CC(=O)N3[C@H]4c5cc(C)ccc5OC[C@@H]4[C@H](c4ccccc4)[C@]3(C)C2=O)cc1 the results were HDAC3 inhib 11.5 and TMEM16A act inactive.
Screening COc1ccc([C@H]2CC(=O)C=C(c3cccc(C(C)C)c3)C2)cc1OC returned HDAC3 inhib -10.1 and TMEM16A act inactive.
O=S(=O)(Nc1ccccc1N1CCOCC1)c1cccs1 was read as HDAC3 inhib -0.5 and TMEM16A act inactive.
CC(C)(C)c1ccc(S(=O)(=O)N2CCN(CC(O)CN3CCOCC3)CC2)cc1 (stereo unspecified) was read as HDAC3 inhib -1.7 and TMEM16A act inactive.
Screening CN(C(=O)c1ccc(NC(=O)C2CCN(C(=O)OC(C)(C)C)CC2)cc1)C1CC1 returned HDAC3 inhib -1.9 and TMEM16A act inactive.
Screening CC(OC(=O)C1=NN(c2ccccc2)C(=O)CC1)C(=O)NC1CCCCC1C (stereo unspecified) returned HDAC3 inhib -6.4 and TMEM16A act inactive.
COc1ccccc1-c1sc2cc3c(cc2c1C#Cc1cncn1C)OCO3 was read as HDAC3 inhib 10.1 and TMEM16A act inactive.
C=CCn1c(SC(C)C(=O)NCC2CCCO2)nnc1-c1ccc(OC)cc1 (stereo unspecified) was read as HDAC3 inhib 8.7 and TMEM16A act inactive.
Screening O=C(NCCC(=O)N1CCN(c2ccccn2)CC1)c1ccc(Cl)cc1 returned HDAC3 inhib 1.0 and TMEM16A act inactive.
For COc1ccc(C(=O)C(C)Sc2nnc(C3CC3)n2C2CC2)cc1 (stereo unspecified) the results were HDAC3 inhib 4.2 and TMEM16A act inactive.
`Cc1ccc(S(=O)(=O)N2CCOCC2)cc1C(=O)Nc1nc(-c2ccccn2)cs1` gave HDAC3 inhib 1.1 and TMEM16A act inactive.
Screening O=C(CSc1nnc(Cc2cccs2)n1C1CC1)NC1CCS(=O)(=O)C1 (stereo unspecified) returned HDAC3 inhib 0.3 and TMEM16A act inactive.
Screening Cc1c(C(=O)N2CCN(C(c3ccccc3)c3ccccc3)CC2)oc2ccccc12 returned HDAC3 inhib 0.6 and TMEM16A act inactive.
`Cc1ccsc1CN(C)C(=O)CN1C(=O)NC2(CCCc3ccccc32)C1=O` (stereo unspecified) gave HDAC3 inhib 0.8 and TMEM16A act inactive.
O=C(Cc1ccc(Cl)cc1)Nc1cccc(S(=O)(=O)N2CCCCC2)c1 was read as HDAC3 inhib 5.9 and TMEM16A act inactive.
Cc1onc(-c2c(F)cccc2Cl)c1C(=O)OCc1nnc(-c2ccccc2)o1 was read as HDAC3 inhib 0.0 and TMEM16A act inactive.

Next part (3 carried over from the part before).
`Cc1ccsc1CN(C)C(=O)CN1C(=O)NC2(CCCc3ccccc32)C1=O` (stereo unspecified) gave HDAC3 inhib 0.8 and TMEM16A act inactive.
O=C(Cc1ccc(Cl)cc1)Nc1cccc(S(=O)(=O)N2CCCCC2)c1 was read as HDAC3 inhib 5.9 and TMEM16A act inactive.
Cc1onc(-c2c(F)cccc2Cl)c1C(=O)OCc1nnc(-c2ccccc2)o1 was read as HDAC3 inhib 0.0 and TMEM16A act inactive.
For COc1cc2cc(Oc3ccc4ccc(=O)oc4c3)c(=O)oc2cc1O[C@@H]1O[C@H](CO)[C@@H](O)[C@H](O)[C@H]1O the results were HDAC3 inhib -0.1 and TMEM16A act inactive.
`CC(C)(C)OC(=O)n1cc(CCO)c2ccccc21` gave HDAC3 inhib 8.0 and TMEM16A act inactive.
Screening CC(C)Cc1nnc(NC(=O)c2cccc(S(=O)(=O)N3CCOCC3)c2)s1 returned HDAC3 inhib -0.4 and TMEM16A act inactive.
Screening CCN(CC)C(=O)c1nc[nH]c1C(=O)N1CCC(C)CC1 returned HDAC3 inhib -2.8 and TMEM16A act inactive.
For COc1cccc(C2=CC(=O)C[C@H](c3ccc(F)cc3)C2)c1 the results were HDAC3 inhib 2.5 and TMEM16A act inactive.
Screening CC(C)NC(=O)NC(=O)COC(=O)c1ccc(S(=O)(=O)NCc2ccco2)cc1 returned HDAC3 inhib -2.3 and TMEM16A act inactive.
Screening O=C(OCC(=O)N1CCC(Cc2ccccc2)CC1)c1cccnc1Cl returned HDAC3 inhib -1.1 and TMEM16A act inactive.
CC(C)c1ccccc1NC(=O)CSc1n[nH]c(=O)n1C1CC1 was read as HDAC3 inhib -0.9 and TMEM16A act inactive.
O=C(NC1=NCCS1)C1CCN(S(=O)(=O)c2ccc(Cl)cc2)CC1 was read as HDAC3 inhib 7.9 and TMEM16A act inactive.
Cc1ccc(C(=O)Nc2ccc(S(=O)(=O)NC3=NCCCCC3)cc2)cc1S(=O)(=O)N1CCOCC1 was read as HDAC3 inhib 1.7 and TMEM16A act inactive.
`Cc1ccc(C(C)(C)C)cc1S(=O)(=O)N1CCC(C(=O)N2CCN(c3ccc(O)cc3)CC2)CC1` gave HDAC3 inhib 5.8 and TMEM16A act inactive.
Screening Cn1c(SCC(=O)Nc2ccc3c(c2)OCO3)nnc1C(F)(F)F returned HDAC3 inhib inconclusive and TMEM16A act inactive.

Ordered by heavy-atom count (lowest first): some entries from above
Screening CC(C)NC(=O)NC(=O)COC(=O)c1ccc(S(=O)(=O)NCc2ccco2)cc1 returned HDAC3 inhib -2.3 and TMEM16A act inactive.
`Cc1ccc(C(C)(C)C)cc1S(=O)(=O)N1CCC(C(=O)N2CCN(c3ccc(O)cc3)CC2)CC1` gave HDAC3 inhib 5.8 and TMEM16A act inactive.
For COc1cc2cc(Oc3ccc4ccc(=O)oc4c3)c(=O)oc2cc1O[C@@H]1O[C@H](CO)[C@@H](O)[C@H](O)[C@H]1O the results were HDAC3 inhib -0.1 and TMEM16A act inactive.

Next structures:
CN(Cc1ccccc1)C(=O)c1ccc(S(=O)(=O)N(C)c2ccccc2)cc1 was read as HDAC3 inhib -7.2 and TMEM16A act inactive.
O=C(Cn1ccc(NC(=O)OCc2ccccc2)nc1=O)NCCCc1ccccc1 was read as HDAC3 inhib 1.9 and TMEM16A act inactive.
CCc1noc(C)c1C(=O)NNC(=O)c1ccccc1Cl was read as HDAC3 inhib -0.1 and TMEM16A act inactive.
For COc1cc(/C=C/C(=O)OCC(=O)NCCc2ccc(F)cc2)ccc1OC(F)F the results were HDAC3 inhib -3.9 and TMEM16A act inactive.
Screening COc1ccc(OCCCC(=O)Nc2cc(S(=O)(=O)N3CCCCC3)ccc2OC)cc1 returned HDAC3 inhib -1.7 and TMEM16A act inactive.
Screening Clc1cccc(-c2ccc(C3Nc4cccc5cccc(c45)N3)o2)c1 returned HDAC3 inhib -4.8 and TMEM16A act inactive.
Screening COc1ccc(NC(=O)c2cc([N+](=O)[O-])ccc2N2CCCCC2)cc1OC returned HDAC3 inhib 10.5 and TMEM16A act inactive.
For COc1ccc(OC)c(NC(=O)COC(=O)C2CCCCC2)c1 the results were HDAC3 inhib -0.5 and TMEM16A act inactive.
Screening COc1ccc2sc(-c3ccc(N(C)C)cc3)c(C#CCCO)c2c1 returned HDAC3 inhib -9.8 and TMEM16A act inactive.
COc1ccc(CN(C)C[C@H]2Oc3c(NC(=O)Nc4ccccc4)cccc3C(=O)N([C@H](C)CO)C[C@@H]2C)cc1 was read as HDAC3 inhib 2.2 and TMEM16A act inactive.
`O=C(CCNS(=O)(=O)c1ccc2nsnc2c1)N1CCN(c2ccncc2)CC1` gave HDAC3 inhib 5.1 and TMEM16A act inactive.
Screening Cc1ccc(C(=O)NNCC(=O)Nc2ccc(Cl)cc2F)cc1 returned HDAC3 inhib -2.1 and TMEM16A act inactive.
Screening NC(=O)c1nc(C(=O)N2CCN(c3ccccc3)CC2)c2ccccc2n1 returned HDAC3 inhib 0.6 and TMEM16A act inactive.
Screening Cc1n[nH]c(=O)c2c(NC(=O)CSc3cc(Cl)ccc3Cl)oc(C)c12 returned HDAC3 inhib 4.1 and TMEM16A act inactive.
`NC(=O)c1ccc(NC(=O)CNC(=O)c2sc3ccccc3c2Cl)cc1` gave HDAC3 inhib -2.4 and TMEM16A act inactive.
Screening COc1cccc(NC(=O)CN(C)C(=O)c2cccc(NS(=O)(=O)c3ccccc3)c2)c1 returned HDAC3 inhib 2.0 and TMEM16A act inactive.
CCOC(=O)C1=C(COC(=O)C(C)(C)Oc2ccc(Cl)cc2)NC(=O)NC1C (stereo unspecified) was read as HDAC3 inhib 1.3 and TMEM16A act inactive.
CC[C@@H]1CCCCc2ccccc2[C@H](C(=O)C[C@@H](O)CC(C)=O)OC1=O was read as HDAC3 inhib -0.9 and TMEM16A act inactive.
For CCCCN(C(=O)c1ccc(N2CCCC2=O)cc1)c1c(N)n(CCC)c(=O)[nH]c1=O the results were HDAC3 inhib -3.5 and TMEM16A act inactive.
Cc1nc(SCC(=O)N(C)C2(C#N)CCCCC2)c2ccccc2n1 was read as HDAC3 inhib 5.2 and TMEM16A act inactive.
For Fc1ccccc1-c1cc2ccccc2cn1 the results were HDAC3 inhib 4.2 and TMEM16A act inactive.
Screening COc1ccc2cc(C(C)C(=O)OC(C)C)ccc2c1 (stereo unspecified) returned HDAC3 inhib 9.7 and TMEM16A act inactive.
Screening CC(C)c1ccc(C2(C)NC(=O)N(CC(=O)NCC3COc4ccccc4O3)C2=O)cc1 (stereo unspecified) returned HDAC3 inhib 2.1 and TMEM16A act inactive.
For COc1cc2cc(CCOC(=O)CCCC(=O)O)oc(=O)c2cc1OC the results were HDAC3 inhib 1.6 and TMEM16A act inactive.
For CCCCN1CC(=O)N2[C@H]3c4cc(Cl)ccc4OC[C@@H]3[C@H](c3ccccc3)[C@]2(C)C1=O the results were HDAC3 inhib 3.2 and TMEM16A act inactive.
O=C(Nc1nc(-c2ccccn2)cs1)c1ccc(F)c(S(=O)(=O)N2CCOCC2)c1 was read as HDAC3 inhib 3.6 and TMEM16A act inactive.
`CCOC(=O)[C@H]1[C@H]2COc3ccccc3[C@@H]2N2C(=O)[C@@H](C)NC(=O)[C@@]12C` gave HDAC3 inhib 0.7 and TMEM16A act inactive.
`CSc1ccc(Cl)c(C(=O)N2CCN(CC(=O)N3CCCC3)CC2)c1` gave HDAC3 inhib 4.0 and TMEM16A act inactive.
Screening CCN(CC(=O)Nc1ccc2c(c1)OCCO2)C(=O)CCc1ccccc1Cl returned HDAC3 inhib -2.7 and TMEM16A act inactive.
For COc1ccc(OC)c(NC(=O)COC(=O)[C@H](Cc2ccccc2)NC(=O)c2ccco2)c1 the results were HDAC3 inhib 6.8 and TMEM16A act inactive.
For COc1ccc(C(=O)NC(C(=O)NCC2(N3CCCCC3)CCCCC2)C(C)C)cc1 (stereo unspecified) the results were HDAC3 inhib 0.3 and TMEM16A act inactive.
O=C(O)CCC(=O)OCCc1cc2ccccc2c(=O)o1 was read as HDAC3 inhib -0.4 and TMEM16A act inactive.
Cc1cc(C)c(C(N)=O)c(SCC(=O)c2cc(C)n(-c3cc(C)on3)c2C)n1 was read as HDAC3 inhib -2.4 and TMEM16A act inactive.
CCCc1cc(=O)[nH]c(SCC(=O)NC2CCCCCCC2)n1 was read as HDAC3 inhib -2.5 and TMEM16A act inactive.
O=C(CCc1nc2ccccc2c(=O)[nH]1)Nc1cc(Cl)ccc1N1CCCCC1 was read as HDAC3 inhib -2.6 and TMEM16A act inactive.
Screening CCOc1ccc(COC(=O)C2CC(=O)N(CCc3ccccc3)C2)cc1OC (stereo unspecified) returned HDAC3 inhib 1.5 and TMEM16A act inactive.
O=c1ccc(S(=O)(=O)N2CCCC2)cn1Cc1ccc(Cl)cc1Cl was read as HDAC3 inhib -2.0 and TMEM16A act inactive.
Screening CN(CC(=O)Nc1ccccc1C(F)(F)F)C(=O)C1CC1 returned HDAC3 inhib 7.5 and TMEM16A act inactive.
Cc1cccc(C)c1NC(=O)COC(=O)c1cc(=O)[nH]c2ccccc12 was read as HDAC3 inhib 2.8 and TMEM16A act inactive.
Screening CN(C(=O)COC(=O)c1ccccc1C(=O)c1ccccc1)c1ccccc1 returned HDAC3 inhib -7.8 and TMEM16A act inactive.
Screening CSc1ccccc1NC(=O)CN(C)C(=O)CNc1ccc(C(F)(F)F)cc1[N+](=O)[O-] returned HDAC3 inhib 4.0 and TMEM16A act inactive.
CCN(C[C@H]1N[C@@](C)(C(=O)OC)[C@H]2C(=O)N(C)C(=O)[C@@H]12)C(=O)Nc1ccccc1 was read as HDAC3 inhib -3.8 and TMEM16A act inactive.
For COc1ccc(CCNC(=O)CN2C(=O)NC3(CCc4ccccc43)C2=O)cc1 (stereo unspecified) the results were HDAC3 inhib -2.0 and TMEM16A act inactive.

The list is partial; rates above refer to the full screens.
